Screens deposited in PubChem BioAssay by several laboratories.
IDE cell inh: human IDE inhibitors in live cells, primary screen, fluorescence polarization, HEK cells, FAbetaB substrate | inhibition, % at 5.59 µM | AID 434962, 2010 | FAbetaB cleavage | 0.41% of 320,000 active;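 active = percent inhibition above the average of all tested compounds plus 3 SD, set per screening campaign, cut at about 16% in these data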;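 note: IDE supplied by intact live HEK cells; FP after avidin binding of uncleaved biotin substrate so inhibition keeps polarization high; 0% = DMSO wells and 100% = 60 µM reference IDE inhibitor Ii1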
IDE cell activ: human IDE activators in live cells, primary screen, fluorescence polarization, HEK cells, FAbeta-B substrate; FAbeta-B cleavage; 0% vehicle, 100% cell-free pure enzyme wells; activation, % at 5.96 µM; 0.073% of 340,000 active;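 active = activation above the mean of all tested compounds plus 3 SD, set per screening campaign, cut at about 17% in these data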
IMP-1 inh: IMP-1 metallo-beta-lactamase inhibitors, primary screen, biochemical, epi-absorbance readout, Pseudomonas aeruginosa enzyme; purified IMP-1, nitrocefin hydrolysis, epi-absorbance fluorescence; inhibition, % at 5.6 µM; 0.45% of 290,000 active; AID 1556, 2009;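 active = inhibition above the mean plus 3 SD of all compounds in the same screening run, cut at about 4.5% in these data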;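 note: 0% = IMP-1 with DMSO and 100% = DMSO wells lacking enzyme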
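Assay system: purified IMP-1; Quantity: IMP-1 0.2 nM before substrate addition; Medium: HEPES buffer pH 7.1 with ZnSO4 and Brij 35; Incubation: 15 min enzyme–compound preincubation, then 25 min nitrocefin reaction, 25 °C; Signal: fluorescence quenching readout, ex 480/em 530 nm; Controls: DMSO with and without IMP-1; Repeats: singlicate testing.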
UBC9 SUMO inh: inhibitors of in vitro SUMOylation cascade, primary screen, biochemical, HTRF, uHTS | 0.36% of 290,000 active | HTRF SUMOylation assay, SAE1/SAE2 + UBC9 | inhibition, % at 35 µM | SUMO-conjugating enzyme UBC9 (Homo sapiens), P63279 | AID 2006, 2009; in the data active = inhibition above about 50%, passing the limit was not always enough; note: strong numbers were not always called active
Target sequence (P63279 whole entry, looked up): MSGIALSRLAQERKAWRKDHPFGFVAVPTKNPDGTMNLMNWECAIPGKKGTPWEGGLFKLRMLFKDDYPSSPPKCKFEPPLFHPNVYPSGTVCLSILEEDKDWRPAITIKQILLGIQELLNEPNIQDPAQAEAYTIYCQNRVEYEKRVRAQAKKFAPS
GalR3 antag: GalR3 antagonists in HEK293 cells, primary screen, cell-based, fluorescence readout | HEK293 GalR3-CNG cAMP membrane potential fluorescence; galR3 body fused to GalR1 C-terminus | inhibition, % at 3 µM | 0.44% of 360,000 active | AID 651719, 2012;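 active = inhibition above the screen-wide average plus 3 SD, cut at about 13% in these data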;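 note: forskolin and galanin both at EC90 stimulate the cells; cAMP rise reported by CNG channel membrane potential dye signal; 0% = forskolin plus galanin with DMSO and 100% = forskolin alone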
Target sequence (O60755 1-299 limits assumed): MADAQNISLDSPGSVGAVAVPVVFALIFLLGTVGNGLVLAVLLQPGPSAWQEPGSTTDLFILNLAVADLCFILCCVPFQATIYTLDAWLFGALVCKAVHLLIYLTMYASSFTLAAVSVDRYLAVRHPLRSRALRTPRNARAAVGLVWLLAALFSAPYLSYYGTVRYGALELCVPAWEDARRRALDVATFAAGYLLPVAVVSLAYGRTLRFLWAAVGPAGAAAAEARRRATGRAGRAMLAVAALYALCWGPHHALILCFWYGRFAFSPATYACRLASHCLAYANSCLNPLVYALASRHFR
pCIP destab: p/CIP-EGFP fusion destabilizers, primary screen, fluorescence, F442A cells; Q05BA5; 16 h; decrease of EGFP signal, % at 10 µM; 0.01% of 290,000 active;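 active = EGFP signal decrease of at least 30% at 10 µM or well 3 SD below plate mean, unless failing retest; inactive = the rest, including hits failing retest or dose response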; note: some compounds called inactive have numbers as strong as hits; many of its hits are not listed in these tables
CRFBP-R2 block: antagonists of CRF-BP/CRF-R2 complex, primary screen, cell-based, HEK293, calcium dye fluorescence, uHTS; 0.59% of 350,000 active; CRF-induced calcium fluorescence; inhibition, % at 11.8 µM;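 active = inhibition of the ligand-induced calcium signal above about 50% at the single tested concentration, limit read from the data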
VIM-2 inhibitor: VIM-2 metallo-beta-lactamase inhibitors, primary screen, biochemical, epi-absorbance readout, Pseudomonas aeruginosa enzyme | purified VIM-2, nitrocefin hydrolysis, epi-absorbance fluorescence | inhibition, % at 5.6 µM | 0.89% of 290,000 active;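 active = inhibition above the mean of all tested compounds plus 3 SD, cutoff set per screening run, cut at about 7.5% in these data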;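 note: red hydrolysis product quenches plate fluorescence so inhibitors raise well fluorescence; 0% = enzyme with DMSO and 100% = DMSO without enzyme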
HCV NS3 hel inh: inhibitors of HCV NS3 helicase, primary screen, biochemical, Cy5 molecular beacon fluorescence; Hepatitis C virus NS3 helicase; NS3 helicase DNA unwinding; inhibition, % at 10.9 µM; 0.56% of 290,000 active;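 active = inhibition above the mean of all tested compounds plus 3 SD, set per campaign, cut at about 35% in these data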;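 note: 0% = DMSO wells and 100% = thioflavine S control wells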
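System: Hepatitis C virus NS3 helicase domain fragment enzyme | Reagent: Annealed dual-labelled DNA beacon duplex, ATP-started | Compound dosing: 10.9 µM single point, 0.8% DMSO | Incubation: 1 h reaction at 25 °C, ATP-initiated | Technique: Cy5 fluorescence | Evaluation: Percent inhibition from t60/t0 fluorescence ratio | Benchmarks: Low DMSO, high thioflavine S at 110 µM | Replication: Singlicate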
Active calls of the source: *. Outcome played no part in choosing rows. About 3.2% of those tested had a hit in this group.

For CCCC(=O)Nc1sc2c(c1C(=O)OCC)CC(C)(C)OC2 the results were IDE cell inh -1, IDE cell activ 2, IMP-1 inh 1.1, UBC9 SUMO inh 20, GalR3 antag -4, pCIP destab -10, CRFBP-R2 block 2, VIM-2 inhibitor 0.2 and HCV NS3 hel inh -1.
`N#C/C(=N\Nc1ccccc1[N+](=O)[O-])C(=N)N1CCCCC1` gave IDE cell inh 2, IDE cell activ 1, IMP-1 inh -2.9, UBC9 SUMO inh 7, GalR3 antag -2, pCIP destab 2, CRFBP-R2 block 13, VIM-2 inhibitor 1.1 and HCV NS3 hel inh 0.
For CN(Cc1ccc(F)cc1)Cc1nc(CCc2ccccc2)no1 the results were IDE cell inh 2, IDE cell activ 10, IMP-1 inh -2.2, UBC9 SUMO inh 8, GalR3 antag -5, pCIP destab -13, CRFBP-R2 block 7, VIM-2 inhibitor -1.1 and HCV NS3 hel inh 4.
For Cc1cc(S(=O)(=O)N2CCCCC2CCNC(=O)C(=O)NC2CC2)ccc1F (stereo not drawn) the results were IDE cell inh -1, IDE cell activ 1, GalR3 antag -2 and CRFBP-R2 block 5.
Screening CCCn1c(N)c(N(CCOC)C(=O)c2cccc(F)c2)c(=O)[nH]c1=O returned IDE cell inh 0, IDE cell activ 1, IMP-1 inh -1.5, UBC9 SUMO inh 17, GalR3 antag -7, pCIP destab -17, CRFBP-R2 block -10, VIM-2 inhibitor -2.0 and HCV NS3 hel inh 3.
O=C(NCCOC(=O)c1c(F)cccc1Cl)c1c(F)cccc1Cl was read as IDE cell activ 4, IMP-1 inh -2.1, UBC9 SUMO inh 8, GalR3 antag -8, pCIP destab -1, CRFBP-R2 block 14, VIM-2 inhibitor 0.5 and HCV NS3 hel inh -10.
`Cc1cc(/C=N/N2CCN(C)CC2)c(C)n1-c1ccccc1F` gave IDE cell inh -4, IDE cell activ 8, IMP-1 inh -1.9, UBC9 SUMO inh 10, GalR3 antag -4, pCIP destab 5, CRFBP-R2 block -14, VIM-2 inhibitor -3.4 and HCV NS3 hel inh 26.
Cc1cc(C)c2nc(N(CCN(C)C)C(=O)c3ccc(S(=O)(=O)N(C)CC4CCCO4)cc3)sc2c1 (stereo not drawn) was read as IDE cell inh 5, IDE cell activ -2, IMP-1 inh -1.2, UBC9 SUMO inh 21, GalR3 antag 0, pCIP destab -10, CRFBP-R2 block -12, VIM-2 inhibitor -0.8 and HCV NS3 hel inh -7.
CC1(C)C(C=C(Cl)Cl)C1C(=O)NC(O)C(=O)c1ccccc1 (stereo not drawn) was read as IDE cell inh -2, IDE cell activ 3, IMP-1 inh -1.7, UBC9 SUMO inh -6, GalR3 antag -11, pCIP destab 0, CRFBP-R2 block -7, VIM-2 inhibitor -2.3 and HCV NS3 hel inh 6.
C(=C\c1ccccc1)/CN1CCN(c2ncnc3c2oc2ccccc23)CC1 was read as IDE cell inh 0, IDE cell activ 0, IMP-1 inh -2.3, UBC9 SUMO inh -2, GalR3 antag -5, pCIP destab -17, CRFBP-R2 block -27, VIM-2 inhibitor -0.1 and HCV NS3 hel inh -2.
For O=[N+]([O-])c1ccccc1OCCN1CCOCC1 the results were IDE cell inh -2, IDE cell activ 2, IMP-1 inh -0.9, UBC9 SUMO inh 2, GalR3 antag -3, pCIP destab 5, CRFBP-R2 block 18, VIM-2 inhibitor -2.2 and HCV NS3 hel inh -6.
CC(=O)Cn1nnc2sc(-c3ccccc3)cc2c1=O was read as IDE cell inh -3, IDE cell activ -5, IMP-1 inh -2.0, UBC9 SUMO inh 9, GalR3 antag 0, pCIP destab -4, CRFBP-R2 block -4, VIM-2 inhibitor 0.1 and HCV NS3 hel inh 6.
COc1ccccc1C(=O)Nc1nc(-c2cccs2)c(NC(C)=O)s1 was read as IDE cell inh 9, IDE cell activ -4, IMP-1 inh 1.4, UBC9 SUMO inh 34, GalR3 antag 0, pCIP destab -3, CRFBP-R2 block 13, VIM-2 inhibitor -0.4 and HCV NS3 hel inh 5.
CC(C)(C)n1nc2c(c1NC(=O)c1ccc(S(=O)(=O)N3CCCC3)cc1)CS(=O)C2 (stereo not drawn) was read as IDE cell inh 1, IDE cell activ 1, IMP-1 inh -1.2, UBC9 SUMO inh 6, GalR3 antag -3, pCIP destab -4, CRFBP-R2 block -2, VIM-2 inhibitor -0.4 and HCV NS3 hel inh -3.
`O=C(CSCC(=O)OCC(=O)c1ccc(Br)cc1)Nc1ccc(Br)cc1` gave IDE cell inh 3, IDE cell activ -5, IMP-1 inh -2.0, UBC9 SUMO inh -38, GalR3 antag -4, pCIP destab -3, CRFBP-R2 block -32, VIM-2 inhibitor -0.6 and HCV NS3 hel inh 1.
`NC(=O)CSc1nnc(-c2ccc(S(=O)(=O)N3CCOCC3)cc2)n1Cc1ccccc1` gave IDE cell inh 4, IDE cell activ 6, IMP-1 inh -1.3, UBC9 SUMO inh 3, GalR3 antag 3, pCIP destab -10, CRFBP-R2 block 4, VIM-2 inhibitor 1.2 and HCV NS3 hel inh -3.
Screening Cc1ccccc1OCC(O)CN1CCN(C)CC1 (stereo not drawn) returned IDE cell inh -3, IDE cell activ 6, IMP-1 inh -1.5, UBC9 SUMO inh 13, GalR3 antag -5, pCIP destab 3, CRFBP-R2 block 7, VIM-2 inhibitor -0.4 and HCV NS3 hel inh 1.
CCc1nc(SCC(=O)Nc2nnc(CC)s2)c2c(C)c(C)sc2n1 was read as IDE cell inh -4, IDE cell activ 2, IMP-1 inh -1.1, UBC9 SUMO inh 16, GalR3 antag -9, pCIP destab 2, CRFBP-R2 block -23, VIM-2 inhibitor -2.3 and HCV NS3 hel inh 2.
For NS(=O)(=O)c1ccc(-n2nncc2C23CC4CC(CC(C4)C2)C3)cc1 the results were IDE cell inh 10, IDE cell activ -2, IMP-1 inh -0.6, UBC9 SUMO inh -10, GalR3 antag -5, pCIP destab 9, CRFBP-R2 block -1, VIM-2 inhibitor -0.4 and HCV NS3 hel inh -3.
O=C(CN1CCN(C(=O)N2CCCCC2)CC1)Nc1ccc(F)cc1 was read as IDE cell inh -1, IDE cell activ 8, IMP-1 inh -1.5, UBC9 SUMO inh -2, GalR3 antag -9, pCIP destab -11, CRFBP-R2 block -9, VIM-2 inhibitor -2.7 and HCV NS3 hel inh 0.

Taken from the entries so far, 2 compounds:
For CCCC(=O)Nc1sc2c(c1C(=O)OCC)CC(C)(C)OC2 the results were IDE cell inh -1, IDE cell activ 2, IMP-1 inh 1.1, UBC9 SUMO inh 20, GalR3 antag -4, pCIP destab -10, CRFBP-R2 block 2, VIM-2 inhibitor 0.2 and HCV NS3 hel inh -1.
`N#C/C(=N\Nc1ccccc1[N+](=O)[O-])C(=N)N1CCCCC1` gave IDE cell inh 2, IDE cell activ 1, IMP-1 inh -2.9, UBC9 SUMO inh 7, GalR3 antag -2, pCIP destab 2, CRFBP-R2 block 13, VIM-2 inhibitor 1.1 and HCV NS3 hel inh 0.

Next compounds follow.
Screening CCOC(=O)c1ccc(-c2ccc(C=O)o2)cc1 returned IDE cell inh 8, IDE cell activ 3, IMP-1 inh -2.3, UBC9 SUMO inh 8, GalR3 antag 3, pCIP destab 0, CRFBP-R2 block -17, VIM-2 inhibitor -1.2 and HCV NS3 hel inh 2.
Screening CCCCN(C(=O)c1ccc(Cl)cc1)C1CC2CCC(C1)N2C (stereo not drawn) returned IDE cell inh 1, IDE cell activ 4, IMP-1 inh -1.6, UBC9 SUMO inh 7, GalR3 antag -3, pCIP destab -12, CRFBP-R2 block -1, VIM-2 inhibitor -0.6 and HCV NS3 hel inh -2.
Screening CN(C1CCCCC1)S(=O)(=O)c1cccc2nsnc12 returned IDE cell inh 4, IDE cell activ 3, IMP-1 inh -4.9, UBC9 SUMO inh -1, GalR3 antag 0, pCIP destab 3, CRFBP-R2 block -2, VIM-2 inhibitor -8.1 and HCV NS3 hel inh -7.
Cc1ccc(CN2C(=O)CCC2C(=O)NCCCN2CCCCC2C)cc1 (stereo not drawn) was read as IDE cell inh 6, IDE cell activ 2, IMP-1 inh -3.6, UBC9 SUMO inh 4, GalR3 antag -1, pCIP destab -30, CRFBP-R2 block 6, VIM-2 inhibitor -1.9 and HCV NS3 hel inh 7.
CCN1CCN(c2ccc(S(=O)(=O)N3CCOCC3)cc2NC(=O)CCC(C)C)CC1 was read as IDE cell inh 1, IDE cell activ -1, GalR3 antag -1 and CRFBP-R2 block 2.
For O/C(=C\Sc1nnc(Cc2ccccc2)o1)c1ccc(Br)cc1 the results were IDE cell inh 3, IDE cell activ 0, IMP-1 inh -1.9, UBC9 SUMO inh 15, GalR3 antag -7, pCIP destab 15, CRFBP-R2 block -48, VIM-2 inhibitor -2.8 and HCV NS3 hel inh -3.
`Cc1ccc(-c2nc(C=Nc3cccc(C)c3)c(O)o2)cc1` gave IDE cell inh -3, IDE cell activ 5, IMP-1 inh -1.6, UBC9 SUMO inh 23, GalR3 antag -7, pCIP destab 1, CRFBP-R2 block -13, VIM-2 inhibitor 0.1 and HCV NS3 hel inh 7.
`COc1ccc(C2=NN(C(=O)CSc3nc(=O)n4ccc(C)cc4n3)C(c3ccc(C)cc3)C2)cc1` (stereo not drawn) gave IDE cell inh 6, IDE cell activ 4, GalR3 antag -5 and CRFBP-R2 block 19.
Screening O=C(COc1ccc2c3c(c(=O)oc2c1)CCCC3)NCC(O)c1ccccc1 (stereo not drawn) returned IDE cell inh 2, IDE cell activ 7, IMP-1 inh -3.1, UBC9 SUMO inh 1, GalR3 antag 1, pCIP destab 0, CRFBP-R2 block -17, VIM-2 inhibitor 6.2 and HCV NS3 hel inh 1.
Cc1nc2c(C)cccn2c(=O)c1NC(=O)c1ccc(Br)o1 was read as IDE cell inh -8, IDE cell activ -7, GalR3 antag -5 and CRFBP-R2 block 10.
c1ccc(-c2nnc3n2N=C(c2ccc4c(c2)OCO4)CS3)nc1 was read as IDE cell inh 2, IDE cell activ -1, IMP-1 inh -1.8, UBC9 SUMO inh 5, GalR3 antag -4, pCIP destab -4, CRFBP-R2 block 9, VIM-2 inhibitor 5.6 and HCV NS3 hel inh 1.
For O=C(Nc1ccc(S(=O)(=O)Nc2nccc(C3Cc4ccccc4C(=O)O3)n2)cc1)c1ccccc1 (stereo not drawn) the results were IDE cell inh 1, IDE cell activ 2, IMP-1 inh 2.5, UBC9 SUMO inh 7, GalR3 antag -3, pCIP destab -4, CRFBP-R2 block -11, VIM-2 inhibitor -1.1 and HCV NS3 hel inh -3.
Screening CCOC(=O)c1[nH]c2ccc(OC)cc2c1N=CN(C)C returned IDE cell inh 2, IDE cell activ 5, IMP-1 inh -1.0, UBC9 SUMO inh 36, GalR3 antag -4, pCIP destab -2, CRFBP-R2 block -12, VIM-2 inhibitor -2.1 and HCV NS3 hel inh -2.
